TRPC6 act – activates the mouse TRPC6 cation channel. HEK293-TRPC6 membrane potential dye fluorescence; hits give high values. Q61143. 310,000 compounds, 0.13% hits. B-score at 10 µM. AID 2550;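 active means B-score of the integrated fluorescence ratio above library mean plus 3 SD, and starting fluorescence ratio within library mean plus 5 SD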;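 further: higher score means more depolarization so channel activation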
TRPC4 PAM – TRPC4 (mouse) allosteric potentiation; HEK293 TRPC4beta/mu-opioid, DAMGO EC20, Fluo-4 Ca2+ flux; hits give high values; Q9QUQ5; B-score at 10 µM; 310,000 compounds, 0.42% hits;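 active means B-score of calcium response area above 5 SD of library B-scores, with initial fluorescence ratio within 5 SD of library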;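 further: B-score of integrated fluorescence ratio over time as area under calcium response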
Target sequence (Q9QUQ5 whole entry, looked up): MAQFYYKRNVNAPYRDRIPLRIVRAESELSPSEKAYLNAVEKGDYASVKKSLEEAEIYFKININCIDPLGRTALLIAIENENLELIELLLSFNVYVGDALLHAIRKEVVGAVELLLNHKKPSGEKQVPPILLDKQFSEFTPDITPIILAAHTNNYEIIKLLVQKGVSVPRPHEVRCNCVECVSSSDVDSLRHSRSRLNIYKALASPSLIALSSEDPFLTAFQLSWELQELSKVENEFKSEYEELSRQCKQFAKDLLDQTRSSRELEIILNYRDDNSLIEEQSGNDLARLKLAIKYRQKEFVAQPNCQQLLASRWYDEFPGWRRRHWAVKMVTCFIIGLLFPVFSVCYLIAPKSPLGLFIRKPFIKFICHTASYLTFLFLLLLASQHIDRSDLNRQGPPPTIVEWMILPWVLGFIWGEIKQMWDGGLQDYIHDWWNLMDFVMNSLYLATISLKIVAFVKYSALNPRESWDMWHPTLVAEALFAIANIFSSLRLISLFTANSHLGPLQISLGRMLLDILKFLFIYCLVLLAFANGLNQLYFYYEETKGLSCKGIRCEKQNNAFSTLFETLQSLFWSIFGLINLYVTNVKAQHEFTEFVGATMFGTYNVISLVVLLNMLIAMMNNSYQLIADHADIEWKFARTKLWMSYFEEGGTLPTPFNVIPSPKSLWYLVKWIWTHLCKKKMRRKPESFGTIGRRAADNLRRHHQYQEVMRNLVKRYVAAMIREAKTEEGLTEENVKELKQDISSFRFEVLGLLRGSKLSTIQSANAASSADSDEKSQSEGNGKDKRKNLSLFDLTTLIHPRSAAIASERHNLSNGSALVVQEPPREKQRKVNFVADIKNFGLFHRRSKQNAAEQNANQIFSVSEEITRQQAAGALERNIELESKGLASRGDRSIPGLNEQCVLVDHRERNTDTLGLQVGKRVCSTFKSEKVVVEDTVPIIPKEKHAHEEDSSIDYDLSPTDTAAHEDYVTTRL
HIF activator – HIF pathway transcriptional activation. U2OS HRE-luciferase reporter, luminescence; normalized: DMSO 0%, desferrioxamine 100%. activation, % at 7.5 µM (by protocol). 300,000 compounds, 0.32% hits. AID 1910;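 active means mean activation of at least 10% of the iron chelator positive control signal, with at least half of replicates also reaching 10%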
MrgX1 antag – blocks BAM8-22 activation of human MrgX1 receptor. Q96LB2. B-score at 10 µM. AID 588676. MRGX1-HEK293 calcium flux, Fluo-4, BAM8-22 antagonism; hits give low values. 310,000 compounds, 1.3% hits;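 active means calcium-response B-score plate-corrected more than 3 library SD below zero, starting fluorescence within 5 deviations, no agonist response on first addition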;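 further: peak minus trough fluorescence over baseline after final BAM8-22 challenge near maximal dose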
SKKanGAS inh – inhibitors of SKKanGAS S. pyogenes growth in kanamycin (SK-promoter or general growth effect) | 300,000 compounds, 1.3% hits | inhibition, % at 7.5 µM | BacTiter-Glo, 6 h | AID 1662;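 active means mean replicate score, as percent of positive control median, at least 50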;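 further: strain carries kanamycin resistance gene driven by streptokinase promoter and grows in 40 µg/ml kanamycin; loss of luminescence reflects streptokinase promoter inhibition or plain growth inhibition; 0% = median of DMSO wells and 100% = positive control at its reference dose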
KLF5 inh – kruppel-like factor 5 inhibition | DLD-1 KLF5 promoter-luciferase reporter, luminescence | inhibition, % at 5 µM | 290,000 compounds, 0.23% hits | AID 1700;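 active means inhibition above a per-plate limit of that plate's mean compound inhibition plus 3 SD, cut at about 60% in these data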;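 further: 0% = DMSO wells and 100% = LY294002 at 200 µM; higher means less KLF5 promoter-driven luciferase light; inactives centre near -14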
TRPC4 agonist – opens the mouse TRPC4 cation channel; Q9QUQ5; B-score at 10 µM; 310,000 compounds, 0.49% hits; AID 2237; HEK293 TRPC4beta/mu-opioid, Fluo4 calcium fluorescence; hits give high values;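 active means B-score above 5 SD of library B-scores, and initial fluorescence ratio not above library mean plus 5 SD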;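 further: positive B-score marks a calcium rise read as TRPC4 activation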
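system = HEK293 cells stably co-expressing mouse TRPC4beta and mu-opioid receptor | schedule = Fluo4 dye loading 45 min at room temperature, 110 s recording | measure = B-scored integrated calcium fluorescence ratio | signal = Fluo4 calcium-sensitive dye fluorescence, kinetic, 1 Hz baseline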
TRPC4 inh – blocks the mouse TRPC4 cation channel; Q9QUQ5; HEK293 TRPC4beta/mu-opioid, DAMGO-evoked Fluo4 calcium flux; hits give low values; B-score at 10 µM; 300,000 compounds, 0.39% hits; AID 2247;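 active means B-score over 3 SD under the library average, no early fluorescence shift, positive overall ratio signal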
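Test system – stable TRPC4beta/mu-opioid receptor HEK293 cells · Probe or stimulus – DAMGO, a submaximal dose followed by a maximal one · Dosing – one concentration per compound · Signal – Fluo4 calcium fluorescence by kinetic imaging, 5 s 1 Hz baseline · Evaluation – per-well B score of integrated baseline-normalized Fluo4 ratio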
TRPC6 inhibitor – blocks the mouse TRPC6 cation channel; Q61143; HEK293-TRPC6, membrane potential dye, ACh-evoked depolarization; hits give low values; B-score at 10 µM; 310,000 compounds, 1.1% hits;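 active means B-score under library mean minus 3 SD, initial fluorescence not abnormally high, positive integrated signal ratio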;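 further: B-score derived from integrated fluorescence ratio over the kinetic read; more negative B-score means stronger inhibition of depolarization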
aSyn 5UTR inh – MLPCN primary screen, SNCA 5' untranslated region | alpha-synuclein 5'UTR reporter, inhibitor activity | 300,000 compounds, 0.82% hits | AID 1813 | inhibition, % (tested at 7.5 µM); in the data active means inhibition above about 60%;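 further: H4 neuroglioblastoma cells stably carrying SNCA 5'UTR luciferase fusion; 0% = DMSO wells and 100% = positive control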
IEC-6 cytotox – kills IEC-6 intestinal cells in KLF5 counter-screen; IEC-6 cytotoxicity, luminescence viability; inhibition, % at 5 µM; 290,000 compounds, 0.78% hits; AID 1825; in the data active means inhibition above about 22%;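 further: 0% = plate median of test compound wells and 100% = cytotoxic reference compound wells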
Numbers without * were called inactive; i = inactive; / = no result given.

Sequence of screens – TRPC4 PAM, IEC-6 cytotox, TRPC4 agonist, HIF activator, TRPC4 inh, aSyn 5UTR inh, TRPC6 inhibitor, TRPC6 act, KLF5 inh, SKKanGAS inh, MrgX1 antag
1	COc1ccc(CN2CCN(Cc3ccc(C)cc3)C(CCO)C2)cc1OC (stereo unspecified)
 : i, 7, i, -0.2, i, 9, i, i, -18, -7, i
2	CC(C)Cn1c(N2CCN(C(=O)/C=C/c3ccccc3)CC2)nc2ccccc21
 : i, -3, i, -1.3, i, 1, i, i, -25, 8, i
3	N#CCc1nn(-c2ccc(F)cc2)c(N)c1C#N
 : i, 4, i, 0.2, i, -26, i, i, -26, -3, i
4	COC(=O)c1c(NC(=O)C2CCCO2)sc2c1CCC2 (stereo unspecified)
 : i, -2, i, 0.4, i, -20, i, i, -17, -2, i
5	O=C(Nc1ccc(N2CCOCC2)cc1)C1CCN(S(=O)(=O)c2ccc3c(c2)OCCO3)CC1
 : i, 1, i, 0.3, i, 15, i, i, -4, -2, i
6	COc1cc(S(=O)(=O)NC2CCCC2)ccc1F
 : i, 4, i, -0.1, i, -7, i, i, -6, 2, i
7	CC1=C(C)CC(C(=O)NCCCN2CCCC2=O)C(C(=O)O)C1 (stereo unspecified)
 : i, 1, i, -0.3, i, -4, i, i, -18, 3, i
8	Cc1ccc2[nH]c(=O)c(CNC(C)(C)C)cc2c1
 : i, 3, i, -0.3, i, 9, i, i, 0, 2, i
9	COc1ccc(N2CCN(C(=O)CCc3ccc(S(=O)(=O)NC(C)C)cc3)CC2)cc1
 : i, -1, i, -0.7, i, 23, i, i, -29, -21, i
10	COC(=O)c1onc(-c2c(OC)cc(OC)cc2OC)c1C(=O)OC
 : i, 0, i, -0.1, i, -9, i, i, -13, -3, i
11	COc1cccc(NC(=O)CN(C)C(=O)C2CCN(C(=O)c3ccccc3C)CC2)c1
 : i, /, i, -0.3, i, -97, i, i, /, -3, i
12	O=C(COC(=O)Cn1cnc2ccccc21)Nc1ccc2c(c1)OCCO2
 : i, -2, i, -0.1, i, 2, i, i, -3, 0, i
13	CN(Cc1ccccc1)S(=O)(=O)c1ccc(Cl)c(C(=O)O)c1
 : i, 1, i, -0.7, i, -22, i, i, -25, 0, i
14	O=C(CCCSc1nc2ccccc2[nH]1)NCc1ccco1
 : i, -5, i, 0.5, i, -15, i, i, -36, 2, i
15	CCOC(=O)N1CCN(C(=O)CN(c2ccc(OC)c(OC)c2)S(C)(=O)=O)CC1
 : i, 1, i, 0.0, i, 0, i, i, -33, 1, i
16	COC(=O)c1cccc(NC(=O)CCCOc2cccc(C)c2)c1
 : i, -3, i, 0.0, i, -11, i, i, -20, -1, i
17	O=C(O)c1ccc2c(c1)CCC2
 : i, -4, i, -0.1, i, 18, i, i, -6, 4, i
18	CCOC(=O)C1CCCN(CC(=O)Nc2c(C(=O)OC)[nH]c3ccc(C)cc23)C1 (stereo unspecified)
 : i, 3, i, 0.1, i, 10, i, i, -10, 15, i
19	CCCc1c(C)c(C#N)c2nc3ccccc3n2c1NCCCN1CCOCC1
 : i, -2, i, 0.0, i, -3, i, i, -12, 0, i
20	Cc1ccc(CNC(=O)CSc2nccn(-c3ccc(C)c(F)c3)c2=O)cc1
 : i, /, i, -0.4, i, 2, i, i, /, -18, i

Reformatted in markdown: part of the list above
| No. | Structure | TRPC4 PAM | IEC-6 cytotox | TRPC4 agonist | HIF activator | TRPC4 inh | aSyn 5UTR inh | TRPC6 inhibitor | TRPC6 act | KLF5 inh | SKKanGAS inh | MrgX1 antag |
| --- | --- | --- | --- | --- | --- | --- | --- | --- | --- | --- | --- | --- |
| 1 | COc1ccc(CN2CCN(Cc3ccc(C)cc3)C(CCO)C2)cc1OC (stereo unspecified) | i | 7 | i | -0.2 | i | 9 | i | i | -18 | -7 | i |
| 2 | CC(C)Cn1c(N2CCN(C(=O)/C=C/c3ccccc3)CC2)nc2ccccc21 | i | -3 | i | -1.3 | i | 1 | i | i | -25 | 8 | i |
| 3 | N#CCc1nn(-c2ccc(F)cc2)c(N)c1C#N | i | 4 | i | 0.2 | i | -26 | i | i | -26 | -3 | i |

Other entries:
Sequence of screens – TRPC4 PAM, IEC-6 cytotox, TRPC4 agonist, HIF activator, TRPC4 inh, aSyn 5UTR inh, TRPC6 inhibitor, TRPC6 act, KLF5 inh, SKKanGAS inh, MrgX1 antag
21	COc1ccc(NC(=O)CSc2ccc3ccccc3c2)cc1S(=O)(=O)N1CCCCC1
 : i, 2, i, -0.6, i, 0, i, i, -16, 6, i
22	O=C(NCc1cccs1)C1CC1
 : i, 1, i, 0.0, i, 7, i, i, 4, -9, i
23	Nc1cc(=O)nc(SCC(=O)N2CCN(c3ccccc3)CC2)n1-c1ccc(F)cc1
 : i, 0, i, -0.2, -6*, -4, i, i, -61, 0, i
24	CCOC(=O)/C=C1\SCC(=O)N1CC(=O)NC1CCCCC1
 : i, -7, i, -0.2, i, -6, i, i, -11, -6, i
25	C(=C\c1nc(-c2cccnc2)no1)/c1ccccc1
 : i, -7, i, 2.0, i, -153, i, i, -113, -16, i
26	S=c1[nH]nc(COc2cccc3ccccc23)n1Cc1ccccc1
 : i, 3, i, 0.7, i, 23, i, i, -24, 8, i
27	O=C(COC(=O)CCCN=C1NS(=O)(=O)c2ccccc21)NNC(=O)c1ccccc1
 : i, /, i, -0.9, i, -4, i, i, /, 1, i
28	O=C1N(CC(=O)N2CCc3ccccc32)CCN1Cc1ccccc1Cl
 : i, 5, i, -0.9, i, 31, i, i, -28, 2, i
29	C/C=C/c1ccc(OCCSc2nc(C)cc(=O)[nH]2)c(OC)c1
 : i, -7, i, 0.5, i, -11, i, i, 11, -5, i
30	N#C/C(=N\Nc1ccccc1F)C(=N)N1CCCCC1
 : i, 0, i, 4.1, i, -158, i, i, -104, -8, i
31	C=CCN(CC(=O)O)S(=O)(=O)c1ccccc1C(F)(F)F
 : i, -6, i, -0.1, i, -19, i, i, -34, 1, i
32	O=C(O)[C@@H]1CC(O)CN1C(=O)CCc1c[nH]c2ccccc12 (stereo partly specified)
 : i, 3, i, -1.9, i, -8, i, i, -14, -4, i
33	N#C/C(=C\c1cccnc1)c1ccccn1
 : i, 1, i, 0.2, i, -6, i, i, -13, -4, i
34	Cc1cccc(N(C)C(=O)c2cc(S(=O)(=O)N3CCCC3)cn2C)c1
 : i, -4, i, -0.2, i, -3, i, i, -5, -1, i
35	C=CCN(C(=O)CC(NC(C)=O)c1ccccc1)c1nc(-c2ccc(S(C)(=O)=O)cc2)cs1 (stereo unspecified)
 : i, 4, i, 0.4, i, -41, -6.5*, i, -26, 17, i
36	O=C(Nc1cc(C(F)(F)F)ccc1N1CCOCC1)c1ccc(Cl)nc1
 : i, 0, i, -0.2, i, 3, i, i, -15, -16, i
37	Cc1ccccc1C(=O)Nn1cnc2ccccc2c1=O
 : i, -2, i, 1.8, i, -79, i, i, -106, -1, i
38	CCOc1ccc(N(CC(=O)Nc2cccc(OC)c2)S(=O)(=O)c2c(C)noc2C)cc1
 : i, 3, i, /, i, 23, i, i, -20, 2, i
39	NC(=O)Cc1ccc2sc(-c3ccccc3)nc2c1
 : i, -1, i, 1.1, i, -98, i, i, -157, -9, /
40	CS(=O)(=O)N(Cc1ccccc1)c1ccc(C(=O)N2CCN(c3cccc(Cl)c3)CC2)cc1
 : i, 1, i, /, i, /, i, i, -40, 3, i
41	C[C@@H]1CN(C(=O)c2cc(COc3cccc(C(F)(F)F)c3)on2)C[C@H](C)O1
 : i, 3, i, 4.6, i, -138, i, i, -73, -14, i
42	CSCC[C@H](NC(=O)COc1ccc(Cl)cc1)C(=O)N1CCC2(CC1)NCCc1[nH]cnc12
 : i, -2, i, -0.3, i, 4, i, i, -44, 0, i
43	COc1cccc(CNCc2cccc(Br)c2)c1OC
 : i, 2, i, -0.1, i, -4, i, i, -16, -7, i
44	Cc1ccc(/C=N/NC(=O)CNC(=O)COc2ccc(Cl)cc2)o1
 : i, -2, i, -0.4, i, 15, i, i, -17, -9, i
45	CCC(C(=O)NCCCN1CCN(C)CC1)n1nc(C)n2c(cc3occc32)c1=O (stereo unspecified)
 : i, -6, i, -0.3, i, -7, i, i, 2, 0, i
46	O=C(c1cc(COc2ccc(F)cc2Cl)on1)N1CCc2sccc2C1
 : i, -12, i, 0.1, i, -28, i, i, -25, -5, i
47	CC(C)NS(=O)(=O)c1ccc(OCC(=O)N2CCc3ccccc3C2)cc1
 : i, -2, i, -0.4, i, 23, i, i, -6, -3, i
48	O=C(OCn1nnc2ccccc2c1=O)C1=COCCO1
 : i, 4, i, -0.3, i, 9, i, i, 21, 5, i
49	CCOC(=O)c1ccc(NC(=O)N2CCN(Cc3ccccc3)CC2)cc1
 : i, 3, i, 0.0, i, 6, i, i, -30, -5, i
50	O=C(/C=C/c1cccc(Cl)c1)NCCc1ccccc1
 : i, 2, i, 1.2, i, -67, i, i, -32, -5, i
51	COCc1cc(CNC(=O)C2CCC(=O)N(Cc3ccccc3F)C2)[nH]n1 (stereo unspecified)
 : i, 2, i, 0.8, i, -11, i, i, -13, 7, i
52	Cc1c(C(=O)N2CCCCC2)c(S(=O)(=O)Nc2ccc(F)cc2F)c(C)n1C
 : i, 6, i, 0.5, i, 20, i, i, -14, 2, i
53	COC(=O)[C@@H]1[C@@H](C)N(Cc2ccccc2)C(=O)N[C@H]1c1cccc(C(F)(F)F)c1
 : i, /, i, -0.8, i, 13, i, i, /, -2, i
54	COc1ccc(CNS(=O)(=O)c2cc(CN3C(=O)c4cccnc4C3=O)ccc2OC)cc1
 : i, -9, i, -0.1, i, 13, i, i, -45, 6, i
55	Cc1cc(F)ccc1N1CCC(N2CCN(C)C(CCO)C2)CC1 (stereo unspecified)
 : i, 1, i, -2.8, i, 3, i, i, -49, 0, i
56	CN1CCN(S(=O)(=O)c2cccc(C(=O)NC3CCCC3)c2)CC1
 : i, /, i, -0.3, i, 11, i, i, /, -3, i
57	O=C(NCCN1CCOCC1)c1cccc(Br)c1
 : i, /, i, -0.4, i, -3, i, i, /, -4, i
58	CCCc1cc(=O)[nH]c2nnc(SCC(=O)NC3CCCCC3)n12
 : i, /, i, -3.5, i, -2, i, i, /, -2, i
